Assay outcomes: PubChem, several laboratories
PhoP inhibition = inhibitors of PhoP regulon expression, primary screen, Salmonella Typhimurium, GFP reporter (AID 1863); S. Typhimurium PhoP-regulated promoter GFP reporter, 4 h; higher % means a stronger effect; one-dose inhibition, % at 50 µM; IC50 in µM for titrated hits; actives 0.16% (n = 300,000);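 active means inhibition over 29.93%, a cutoff 3 SD above the screen mean, later confirmed by dose response; inconclusive means inhibition over 29.93% but no dose response follow-up; inactive means inhibition at most 29.93% or unconfirmed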;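 further: 0% = low Mg2+ inducing control and 100% = high Mg2+ repressing control; strong numbers were not always called active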
MgcRacGAP inhibition = MgcRacGAP GTPase-activating activity inhibitors, confirmation, biochemical, ADP Hunter fluorescence. AID 624330. actives 0.6% (n = 340,000). inhibition, % at 30 µM, or IC50 in µM where a hit was titrated. MgcRacGAP-stimulated Rac1 GTP hydrolysis, ADP Hunter fluorescence; higher % means a stronger effect; GST-tagged Rac1 F28L mutant substrate;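 active means first-screen hits whose inhibition reached a set limit at any dose in the follow-up dose series; inconclusive means inhibition above the set first-screen limit but never retested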;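 further: fluorescence reports GDP produced by GAP-driven GTP hydrolysis; strong numbers were not always called active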
Siah-1 displacement = Siah-1 peptide-binding antagonists, primary screen, biochemical, fluorescence polarization, rhodamine-plectin, uHTS (AID 1817). Siah-1 / rhodamine-plectin peptide fluorescence polarization; higher % means a stronger effect. one-dose displacement, % at 20 µM; IC50 in µM for titrated hits. actives 0.02% (n = 290,000);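 active means displacement of at least 50% at 20 µM, with a fluorescence ratio check between 0.3 and a set limit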;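 further: plate controls were Siah plus tracer with DMSO for no effect and tracer alone without Siah for full effect; strong numbers were not always called active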
HIV fusion peptide = cell-free HIV fusion peptide-binding blockers – biochemical, uHTS, fluorescence dequenching, primary screen (AID 1986); cell-free peptide binding, fluorescence dequenching, 30 min; higher % means a stronger effect; one-dose inhibition, % at 20 µM; IC50 in µM for titrated hits; actives 0.3% (n = 290,000); in the data active means inhibition mostly above about 52%, no sharp cut-off; inactive means mostly below about 76%; further: some results filed as inactive read as strong as hits
NTR1 ag = agonists of NTR1, primary screen, imaging, U2OS cells, beta-arrestin-GFP, high content (AID 493036); P30989; NTR1-U2OS beta-arrestin-GFP spot imaging, agonist mode; activation, % at 20 µM; actives 0.17% (n = 330,000);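 active means activation at or above 40% of the spot to cytoplasm intensity ratio, with at least 20 cells analyzed; inconclusive means wells under 20 cells, flagged as cytotoxic or low count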;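 further: 0% = DMSO without peptide and 100% = 100 nM NTR1 peptide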
Target sequence (P30989 whole entry, looked up): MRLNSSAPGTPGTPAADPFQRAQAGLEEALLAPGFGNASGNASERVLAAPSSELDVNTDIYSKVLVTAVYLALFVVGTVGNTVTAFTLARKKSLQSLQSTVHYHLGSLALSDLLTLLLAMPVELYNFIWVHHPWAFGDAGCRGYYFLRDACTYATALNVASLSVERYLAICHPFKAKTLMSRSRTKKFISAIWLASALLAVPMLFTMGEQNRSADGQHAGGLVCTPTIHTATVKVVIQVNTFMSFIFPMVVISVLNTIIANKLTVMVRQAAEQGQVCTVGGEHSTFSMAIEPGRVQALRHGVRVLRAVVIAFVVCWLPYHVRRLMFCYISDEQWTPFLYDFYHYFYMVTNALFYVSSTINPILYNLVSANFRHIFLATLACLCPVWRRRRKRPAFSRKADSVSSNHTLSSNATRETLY
GPR55 LPI antagonism = GPR55 antagonists blocking LPI-driven arrestin recruitment, primary screen, imaging, U2OS, beta-arrestin-GFP, LPI agonist (AID 2013). actives 0.13% (n = 290,000). inhibition, % at 10 µM, or IC50 in µM where a hit was titrated. U2OS GPR55 beta-arrestin-GFP translocation imaging, LPI antagonism; higher % means a stronger effect;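 active means spots per cell inhibited over 60%, with over 100 cells counted and total cytoplasm intensity under 500,000; inconclusive means wells with under 100 cells, flagged as likely toxic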;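 further: U2OS cells stably carrying GPR55 and arrestin-GFP stimulated by 5 µM LPI near EC80; imaged beta-arrestin-GFP aggregate spots per cell after agonist stimulation; plate controls were LPI-stimulated DMSO wells for no effect and DMSO wells without LPI for full effect; some results filed as inactive read as strong as hits; confirmed hits need IC50 under 10 µM and bright autofluorescent wells are also inconclusive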
LYP inhibition = PTPN22 lymphoid phosphatase activity blockers – biochemical, fluorescence intensity, uHTS (AID 1779) | recombinant LYP phosphatase, fluorescence intensity; higher % means a stronger effect | inhibition, % at 11.5 µM; hits with a dose series show IC50 in µM | actives 0.054% (n = 290,000); in the data active means inhibition above about 50%;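 further: plate controls were vehicle with enzyme for no effect and no enzyme for full effect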
GPR35 antagonists = GPR35 antagonists blocking zaprinast-driven arrestin recruitment, primary screen, imaging, U2OS, beta-arrestin-GFP, zaprinast agonist (AID 2058). one-dose inhibition, % at 10 µM; IC50 in µM for titrated hits. U2OS GPR35 beta-arrestin-GFP translocation imaging, zaprinast antagonism; higher % means a stronger effect. actives 0.052% (n = 290,000);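 active means inhibition of at least 50% with at least 30 cells and total cytoplasm GFP at most 10,000,000; inconclusive means under 30 cells or total GFP of 10,000,000 plus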
Myeloid diff 2 = myeloid differentiation induction; actives 1% (n = 360,000); calls only at 10 µM; ER-HoxA9 myeloid progenitors, lysozyme-GFP differentiation, flow cytometry;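 active means normalized GFP-positive differentiation at or above the plate's own cutoff, the solvent-only control mean plus 3 SD; inconclusive means no clear call, values can overlap the other calls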;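 further: cells exposed to compound for four days before flow analysis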
NTR1 ag cell count 20 µM = second read-out of NTR1 ag, no call of its own (marks repeat the call); cell count; measured here: cell count, cytotoxicity flag
Myeloid diff 2 GFP+ MAC1+ % = second read-out of Myeloid diff 2, no call of its own (marks repeat the call); GFP+ MAC1+ double positive, %; measured here: differentiation confirmed by MAC1 staining
* marks the source's active call; other numbers are inactive results; i = inactive; ? = inconclusive; / = not tested or not shown.

Every second line gives: PhoP inhibition	MgcRacGAP inhibition	Siah-1 displacement	HIV fusion peptide	NTR1 ag	NTR1 ag cell count 20 µM	GPR55 LPI antagonism	LYP inhibition	GPR35 antagonists	Myeloid diff 2	Myeloid diff 2 GFP+ MAC1+ %
COc1ccc(CC(=O)N2CC(=O)N(CCc3ccccc3)C(=O)C2)cc1
    -3%	2%	1%	1.6%	1.6	68	7%	-7%	12%	i	0.5
O=C(NCc1ccco1)C(=O)NCC1OCCCN1S(=O)(=O)c1ccccc1 (centres undefined)
    -1%	5%	5%	-1.2%	-0.9	30	-14%	-6%	-12%	i	0.4
CCOc1ccc(NC(=O)CS(=O)(=O)c2cn(CC)c3ccccc23)cc1
    10%	-2%	2%	-0.3%	-1.6	61	7%	-7%	-10%	i	2.3
O=C(Nc1cccc([N+](=O)[O-])c1)c1ccc(N2CCCC2=O)cc1
    -3%	8%	23%	0.8%	0.1	51	-22%	1%	-2%	i	0.2
O=C1/C(=C/c2cccs2)SC(=S)N1c1ccccc1
    -1%	5%	3%	0.4%	-1.4	90	16%	-4%	11%	i	0.6
CC(=O)c1c(C)nn(CCC(=O)O)c1C
    -3%	3%	5%	0.1%	-1.6	105	8%	-4%	11%	i	1.5
CCC(CC)NC(=O)c1cccc([N+](=O)[O-])c1C
    -2%	9%	8%	0.7%	-0.6	53	-6%	-9%	0%	i	1.0
Cc1ccc2c(c1)N(C(C)C(=O)NCc1cccs1)C(=O)CO2 (centres undefined)
    -5%	2%	-1%	4.1%	1.0	58	0%	-2%	8%	i	0.4
C=CCn1c(SCC(=O)c2ccc(Cl)s2)nc2ccccc2c1=O
    4%	9%	1%	-1.4%	16	80	23%	-1%	-12%	i	1.6
CN(CC(=O)Nc1cccc(F)c1)C(=O)c1cccnc1Sc1ccccc1Cl
    -6%	-5%	/	/	1.3	63	/	/	/	i	1.4
COc1ccc2ccc3c(c2c1)N=CC1(O3)N(C)c2ccccc2C1(C)C (centres undefined)
    3%	5%	4%	1.8%	0.0	43	2%	1%	-4%	i	1.4
Cc1ccc(N=CC=C2OC(C)(C)C(C)(C)O2)cc1
    -1%	-3%	-4%	-0.8%	1.0	72	0%	-9%	6%	i	0.5
CCOc1cc(/C=N/NC(=O)CSc2nncn2C)ccc1OC(=O)c1ccc(Cl)cc1
    1%	21%	-1%	1.1%	3.8	61	13%	1%	/	i	0.5
Cc1ccc(OCC(=O)N/N=C\c2cn(C)c3ccccc23)c([N+](=O)[O-])c1
    -4%	7%	0%	-2.2%	0.3	70	26%	-4%	4%	i	0.6
c1cncc(CNc2ncn[nH]2)c1
    -7%	4%	5%	0.3%	2.1	61	-5%	-7%	0%	i	0.3
COc1cc(CC(NC(C)=O)C(=O)NC2CCN(S(=O)(=O)c3ccc(NC(C)=O)cc3)CC2)cc(OC)c1 (centres undefined)
    5%	6%	-1%	0.5%	0.2	36	2%	-5%	0%	i	0.7
CC(C)(C)c1cc(NC(=O)c2c(F)cccc2Cl)n(-c2ccccc2)n1
    1%	-6%	1%	-1.7%	-0.4	48	9%	-5%	1%	i	3.5
Cc1cccc(NC(=O)CCn2c(=O)oc3ccccc32)c1
    -2%	2%	-4%	1.1%	-0.2	42	8%	-8%	10%	i	0.5
COC(=O)c1cc(OC)c(OC)cc1NC(=O)c1ccc(C)o1
    -7%	11%	-4%	-0.5%	2.1	63	-12%	-3%	0%	?	/
O=C1COc2ccc(S(=O)(=O)Nc3ccc4c(c3)OCO4)cc2N1
    8%	-5%	2%	-1.6%	0.8	82	-21%	-1%	4%	i	0.4
CCOc1ccc(/C=N/NC(=O)c2c(C)n(C)c3ccc(OC)cc23)cc1
    -2%	9%	0%	-0.3%	-0.8	65	-14%	6%	-5%	i	0.3
CCCC(=O)Nc1ccccc1NC(=O)CCC
    9%	9%	7%	1.9%	-0.7	78	-12%	2%	-6%	i	1.0
COc1cccc2c1OCC/C2=N\NC(=O)C(C)Oc1ccc([N+](=O)[O-])cc1 (centres undefined)
    -4%	5%	11%	0.0%	-0.4	52	6%	-2%	16%	i	0.2
COc1ccc(CN2CCNC(=O)C2CC(=O)NCc2ccc(C)s2)c(OC)c1 (centres undefined)
    6%	3%	-3%	0.1%	-1.4	76	2%	-4%	-4%	i	1.6
Cc1cccc(C)c1OCC(=O)N=Nc1c(O)[nH]c2ccc(Br)cc12
    2%	-4%	3%	-1.8%	21	56	10%	7%	-2%	i	4.6
Cc1ccc(Cn2ncc3c(NCCN(C)C)ncnc32)cc1
    5%	6%	4%	-1.2%	-1.0	43	6%	-4%	-8%	i	0.4
CC(C)[C@H](NC(=O)c1ccc(C(C)(C)C)cc1)C(=O)Nc1nnc(C2CC2)s1
    6%	0%	6%	0.4%	3.8	49	4%	1%	-17%	i	1.4
CCc1nnc(NC(=O)C(=O)NCCOC(=O)c2ccccc2)s1
    -14%	3%	4%	-1.0%	-0.9	63	-7%	-3%	-6%	i	2.0
O=C(CNc1ccccc1)NNC1=NCCC1
    11%	12%	-4%	-0.3%	-1.6	90	5%	-6%	-1%	i	0.3
O=C(O)CSCC(=O)Nc1ccc(Cl)cc1C(F)(F)F
    2%	10%	6%	1.4%	-0.4	80	-5%	-6%	5%	i	0.1
O=C(N/N=C/c1ccccn1)c1[nH]c2ccc([N+](=O)[O-])cc2c1-c1ccccc1
    -6%	10%	-9%	-3.0%	13	59	-17%	3%	-24%	i	0.4
COc1cccc2cc(/C(C)=N/Nc3nc(-c4cc(C)ccc4C)cs3)c(=O)oc12
    -11%	7%	6%	6.2%	1.2	66	11%	1%	7%	i	1.6
COc1ccc(/C=C(\NC(=O)c2ccc(OC)cc2)C(=O)NC(CCSC)C(=O)O)cc1 (centres undefined)
    3%	10%	0%	1.0%	-0.7	59	8%	-1%	8%	i	0.7
COc1cc(NC(=O)C2=C(N3CCOCC3)/C(=C\c3ccc(Cl)cc3Cl)CC2)cc(OC)c1OC
    3%	4%	10%	4.6%	12	63	14%	2%	2%	i	0.3
CC1CCCCC12NC(=O)N(CC(=O)Nc1sc3c(c1C(N)=O)CCC3)C2=O (centres undefined)
    -4%	-3%	-4%	26%	-0.2	45	-1%	-5%	-6%	i	1.8
COc1ccc(OCCSc2nc(N)cc(=O)[nH]2)cc1
    /	6%	-8%	0.6%	0.7	38	-8%	3%	5%	i	0.3
Cc1ccc(Cl)cc1NC(=S)N(CCCN1CCOCC1)Cc1ccco1
    3%	-2%	2%	-1.5%	0.8	82	2%	-5%	-17%	i	0.8
Cc1ccc(NC(=O)/C(=C/c2cccc(Br)c2)NC(=O)c2ccco2)cc1
    3%	4%	4%	-1.3%	-0.5	93	-3%	2%	2%	i	0.5
CCN1C(=O)/C(=C2/Sc3ccccc3N2CC)S/C1=N\c1ncn[nH]1
    -14%	12%	-8%	144%	-1.8	73	-9%	-1%	-7%	i	1.9
CCO[C@@H]1OC(C(=O)NCc2nc3ccccc3[nH]2)=C[C@H](C2CCCCC2)[C@H]1CCCO
    -2%	9%	8%	-0.7%	1.4	50	-2%	-6%	-11%	i	1.1
CS(=O)(=O)Nc1ccc(C(=O)NC2CC3CCC2C3)cc1 (centres undefined)
    2%	7%	-1%	22%	-1.3	57	15%	-2%	2%	i	0.9
Cc1ccc(CNc2nc3ccccc3s2)s1
    5%	15%	-7%	-0.5%	1.6	61	-9%	1%	4%	i	0.6
COc1cc(C(=O)Nc2nnc(SC)s2)c([N+](=O)[O-])cc1OC
    3%	4%	3%	2.4%	0.3	38	1%	-5%	-3%	i	0.4
Cc1ccc(S(=O)(=O)N2CCOCC2)cc1C(=O)OCC(=O)NC1CCS(=O)(=O)C1 (centres undefined)
    -3%	7%	-5%	0.0%	0.0	58	-2%	2%	-8%	i	0.6

Reformatted tab-delimited: entries from further up
structure	PhoP inhibition	MgcRacGAP inhibition	Siah-1 displacement	HIV fusion peptide	NTR1 ag	NTR1 ag cell count 20 µM	GPR55 LPI antagonism	LYP inhibition	GPR35 antagonists	Myeloid diff 2	Myeloid diff 2 GFP+ MAC1+ %
COc1ccc(OCCSc2nc(N)cc(=O)[nH]2)cc1	/	6%	-8%	0.6%	0.7	38	-8%	3%	5%	i	0.3
Cc1ccc(Cl)cc1NC(=S)N(CCCN1CCOCC1)Cc1ccco1	3%	-2%	2%	-1.5%	0.8	82	2%	-5%	-17%	i	0.8
Cc1ccc(NC(=O)/C(=C/c2cccc(Br)c2)NC(=O)c2ccco2)cc1	3%	4%	4%	-1.3%	-0.5	93	-3%	2%	2%	i	0.5
CCN1C(=O)/C(=C2/Sc3ccccc3N2CC)S/C1=N\c1ncn[nH]1	-14%	12%	-8%	144%	-1.8	73	-9%	-1%	-7%	i	1.9
CCO[C@@H]1OC(C(=O)NCc2nc3ccccc3[nH]2)=C[C@H](C2CCCCC2)[C@H]1CCCO	-2%	9%	8%	-0.7%	1.4	50	-2%	-6%	-11%	i	1.1
CS(=O)(=O)Nc1ccc(C(=O)NC2CC3CCC2C3)cc1 (centres undefined)	2%	7%	-1%	22%	-1.3	57	15%	-2%	2%	i	0.9
Cc1ccc(CNc2nc3ccccc3s2)s1	5%	15%	-7%	-0.5%	1.6	61	-9%	1%	4%	i	0.6
COc1cc(C(=O)Nc2nnc(SC)s2)c([N+](=O)[O-])cc1OC	3%	4%	3%	2.4%	0.3	38	1%	-5%	-3%	i	0.4
Cc1ccc(S(=O)(=O)N2CCOCC2)cc1C(=O)OCC(=O)NC1CCS(=O)(=O)C1 (centres undefined)	-3%	7%	-5%	0.0%	0.0	58	-2%	2%	-8%	i	0.6
